HEK293 viab: counter-screen for SNCA expression inhibitors: cell viability. HEK-293-SNCA-luc viability, GF-AFC fluorescence, 24 h. Potency, µM (top dose mostly 57.1 µM), for the others: top-dose activity change, negative = cytotoxicity, actives largely listed as cytotoxic. 150,000 compounds, 0.12% hits. AID 1671193;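 also: potency is read from the fitted curve at half-maximal effect; 0% = DMSO-treated cells and -100% = medium-only wells without cells; nearly all actives have a fitted effect of over 30% in size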
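HEK-293-SNCA-luc cells (1500/well) plated 24 h, then exposed 24 h to a dilution series; GF-AFC added 30 min at 37C, fluorescence 405/540 nm; normalised to medium-only and DMSO wells, Hill fit.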
SNCA expr inh: reduces expression of the alpha-synuclein gene; HEK-293 SNCA-luciferase knock-in, luminescence, 24 h; Potency, µM (series often up to 57.2 µM), without a hit: at the top dose activity change, negative = inhibition, usual class: inhibitors; 140,000 compounds, 0.17% hits; AID 1671194;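 also: potency is read from the fitted curve at half-maximal effect; plate controls were DMSO cells for no effect and cell-free wells for full effect; nearly all actives have a fitted effect of over 45% in size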
NIH3T3 tox: cytotoxic compounds in NIH 3T3 cells. NIH 3T3 viability, CellTiter-Glo ATP luminescence, 48-72 h. Potency, µM (highest dose often 96.7 µM), inactives show at the top dose activity change, negative = cytotoxicity, actives largely listed as inhibitors. 94,000 compounds, 4.3% hits; also: potency is read from the fitted curve at half-maximal effect; nearly all actives have a fitted effect of over 55% in size
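Cells were seeded at 400 per well, treated with pin-transferred compound, and kept 48 or 72 hr at 37 °C before CellTiter-Glo addition and luminescence imaging of cellular ATP.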
GPT2 inhibitor: inhibitors of human GPT2 alanine aminotransferase. Q8TD30. Recombinant GPT2, coupled pyruvate oxidase/HRP Amplex Red fluorescence. Potency, µM (titrated, usually from 57.7 µM), without a hit: at the top dose activity change, negative = inhibition, most hits filed as inhibitors. 100,000 compounds, 0.25% hits; also: potency is read from the fitted curve at half-maximal effect; nearly all actives have a fitted effect of over 60% in size; many of its hits are not listed in these tables
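Inhibition is scored from Amplex Red fluorescence generated when pyruvate oxidase and HRP act on pyruvate released by GPT2. Reactions contain 10ng/uL enzyme, 250uM a-KG and 2mM L-alanine and run 30 min at room temperature.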
IP6K1 inhibitor: blocks human inositol hexakisphosphate kinase 1. Q92551. IP6K1 kinase, ADP-Glo luminescence, 2 h; active compounds read low. activity change, % (series mostly up to about 58 µM). 140,000 compounds, 0.81% hits. AID 1645851; in the data active = activity change below about -25%
Target sequence (Q92551 whole entry, looked up): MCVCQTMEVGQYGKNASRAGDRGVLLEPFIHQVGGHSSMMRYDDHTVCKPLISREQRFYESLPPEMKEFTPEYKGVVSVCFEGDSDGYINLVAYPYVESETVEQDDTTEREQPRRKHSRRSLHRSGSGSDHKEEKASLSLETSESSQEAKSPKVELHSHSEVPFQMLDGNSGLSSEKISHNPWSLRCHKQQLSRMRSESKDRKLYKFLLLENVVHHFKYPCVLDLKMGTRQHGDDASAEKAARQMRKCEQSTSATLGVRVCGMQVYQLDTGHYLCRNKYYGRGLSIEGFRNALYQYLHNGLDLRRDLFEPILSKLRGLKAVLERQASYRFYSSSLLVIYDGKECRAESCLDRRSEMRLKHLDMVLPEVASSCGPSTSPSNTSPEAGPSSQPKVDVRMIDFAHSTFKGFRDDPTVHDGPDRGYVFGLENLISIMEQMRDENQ
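ADP-Glo luminescence measures ADP made by human IP6K1 during a 2 h RT reaction with ATP/IP6 (mix at 1.3 mM/130 uM); top library doses 57.5 and 19.1 uM final.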
Luciferase inh: inhibitors of firefly (Photinus pyralis) luciferase; P08659; AID 1347043; Potency, µM (titrated, usually from 115 µM), for inactives: at the highest dose activity change, negative = inhibition, actives largely listed as inhibitors; purified P. pyralis luciferase, luminescence, biochemical; 76,000 compounds, 2.5% hits; also: potency is read from the fitted curve at half-maximal effect; nearly all actives have a fitted effect of over 65% in size
Target sequence (P08659 whole entry, looked up): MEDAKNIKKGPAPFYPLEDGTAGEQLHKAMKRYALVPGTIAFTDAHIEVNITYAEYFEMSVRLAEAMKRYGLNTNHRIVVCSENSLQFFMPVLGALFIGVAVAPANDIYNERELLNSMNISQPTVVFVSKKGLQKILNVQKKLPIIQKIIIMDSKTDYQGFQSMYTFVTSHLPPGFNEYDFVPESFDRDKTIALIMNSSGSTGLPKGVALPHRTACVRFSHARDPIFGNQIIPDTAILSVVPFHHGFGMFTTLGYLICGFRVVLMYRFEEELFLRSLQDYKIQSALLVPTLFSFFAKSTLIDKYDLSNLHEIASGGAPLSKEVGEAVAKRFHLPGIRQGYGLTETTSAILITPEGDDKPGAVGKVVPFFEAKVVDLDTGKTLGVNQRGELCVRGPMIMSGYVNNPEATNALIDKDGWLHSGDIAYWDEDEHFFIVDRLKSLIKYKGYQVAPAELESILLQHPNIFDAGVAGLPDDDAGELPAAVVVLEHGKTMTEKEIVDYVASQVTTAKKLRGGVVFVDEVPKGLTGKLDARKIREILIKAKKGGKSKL
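Purified 10nM P. pyralis luciferase with 10uM D-luciferin and 10uM ATP in 50mM Tris acetate pH 7.5, 10mM Mg acetate, 0.01% Tween-20, 0.05% BSA. qHTS titration; luminescence read by CCD imager.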
HEK293 tox: cytotoxic compounds in HEK 293 cells; HEK 293 viability, ATP luminescence (CellTiter-Glo), 48-72 h; Potency, µM (top dose mostly 115 µM), without a hit: top-dose activity change, negative = cytotoxicity, most hits filed as inhibitors; 94,000 compounds, 6.6% hits; AID 1345083; also: potency is read from the fitted curve at half-maximal effect; nearly all actives have a fitted effect of over 60% in size
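250 HEK 293 cells/well; compound by pintool; incubated 48 or 72 hr at 37 degree Celsius; CellTiter-Glo added, 10 min RT, luminescence imaged.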
* hit, by the source's call; i = inactive; u = inconclusive; x = no result given; [ ] = remark or other dose. Unless noted, calls follow the shape of the dose curve; as a rule, active = well fitted curve in the direction sought with a large enough effect; inconclusive = small, poorly fitted or top-dose-only effect, or another doubt; inactive = no such curve, though single readings can be large; an effect the other way counts as inactive or inconclusive. Unless noted, % is scaled to controls: 0 for no effect and ±100 for the full control effect.

[1] CCOc1ccccc1N1CC(c2nc3ccccc3n2CCCOc2ccc(OC)cc2)CC1=O (configuration not stated)
[2] Cc1ccc2onc(CC(=O)Nc3cc(F)ccc3F)c2c1
[3] COc1ccc(C(=O)N2CCC3(CC2)NCCc2c3[nH]c3ccccc23)c(OC)n1
[4] COc1cccc(C(=O)N[C@@H]2CN(S(C)(=O)=O)C[C@H]2CN(C)C)c1C
[5] CN(Cc1cccc(N2CCN([S+](=O)([O-])c3c(Cl)cccc3Cl)CC2)c1F)[S+](C)(=O)[O-]
[6] O=C(c1ccc(N2CC3CC(C2)[C@H]2CCCC(=O)N2C3)nc1)N1CCN(c2ccc(F)cc2)CC1 (some centres not stated)
[7] CC(CNc1nccc(C2(c3ccccc3Cl)CCNCC2)n1)CN(C)C (configuration not stated)
[8] CC(C)c1ccc(NC(=O)CC2=C3CCCCC3N(C(C)C)C2=O)cc1 (configuration not stated)

compound no.	1	2	3	4	5	6	7	8
HEK293 viab	3%	-2%	-26%[12.5 µM]	3%	x	-18%	-20%	-11%
SNCA expr inh	0%	189%[activator]	-24%	u	x	-44%	23%	25%
NIH3T3 tox	x	x	u	-17%	u	-9%	u	u
GPT2 inhibitor	x	x	i	1%	x	2%	3%	-6%
IP6K1 inhibitor	-27*	-8	7	22	21	5	-5	-4
Luciferase inh	x	x	-7%	-1%	x	4%	6%	x
HEK293 tox	x	x	u	-2%	u	u	-27%	u

[9] Cc1ccc(-n2ccnc(NCCc3ccc(S(N)(=O)=O)cc3)c2=O)cc1C
[10] CCc1c(C)nn(CCNC(=O)c2cc(S(N)(=O)=O)ccc2F)c1C
[11] COc1ccc(C(=O)N2CCN(C(=O)CS(=O)(=O)c3ccccc3)C[C@@H]2C(=O)N[C@H]2CCCNC2=O)cc1
[12] O=C1CC2(CCN(CC3CCCCC3)CC2)Oc2ccccc21
[13] Cc1ncsc1CN1CCCCC1c1nc(CCOCC2CC2)no1 (configuration not stated)
[14] COc1cccc(-c2ccc3c(N)c(C(=O)Nc4cc(C(F)(F)F)ccc4OC)sc3n2)c1
[15] CCN1c2cc(C(=O)Nc3cc(OC)cc(OC)c3)ccc2C(=O)N2CCCCCC21 (configuration not stated)
[16] O=C(CCCN1C(=O)c2cccnc2Oc2ccc(Cl)cc21)NCc1ccc(F)cc1

compound no.	9	10	11	12	13	14	15	16
HEK293 viab	-1%	0%	5%	-7%[87.6 µM]	2%	u	17%[12.5 µM]	-8%
SNCA expr inh	31%[activator]	1%	4%	4%[87.6 µM]	-33%	62%[activator]	u	-10%
NIH3T3 tox	x	i	i	u	-36%	x	u	x
GPT2 inhibitor	x	i	i	-16%[88.5 µM]	i	x	-11%	x
IP6K1 inhibitor	6	6	16	10	42	35	-12	-8
Luciferase inh	x	-3%	-2%	-5%[172 µM]	2%	x	-10%	x
HEK293 tox	x	1%	i	u	u	x	u	x

[17] COC1CCC12CCN(C(=O)CCc1c[nH]c3ccccc13)CC2 (configuration not stated)
[18] CCc1ccc(C(=O)N2CCCC(c3noc(-c4cc5c(=O)[nH]c(C)cn5n4)n3)C2)cc1 (configuration not stated)
[19] O=C1[C@@H]2C[C@@H](CN2CC2CC2)Oc2ccccc2N1Cc1ccc(OC(F)(F)F)cc1
[20] O=C1Cc2c(-c3ccc(C(=O)N4CCOCC4)cc3)n[nH]c2CN1Cc1ccccc1
[21] CC(C)(C)c1nc(C(=O)N2CCOCC2)n2ccccc12
[22] CC(=O)Nc1ccc(C(=O)NC[C@@H]2C=C(C)[C@H](CC(=O)NCCN3CCOCC3)C[C@H]2C(C)C)cc1
[23] Cc1nn(C)c2nc(N3C[C@@H]4CCN(C)[C@@H]4C3)sc12
[24] Cn1cnc(C(=O)N2CC(F)(F)C[C@H]2c2nc(C3CC3)no2)c1

compound no.	17	18	19	20	21	22	23	24
HEK293 viab	-5%	-18%	-11%[87.6 µM]	6%[87.6 µM]	4%[87.6 µM]	1%	8%	-1%
SNCA expr inh	23%	5%	-8%[87.6 µM]	2%[87.6 µM]	11%[87.6 µM]	77%[activator]	-11%	11%
NIH3T3 tox	-12%	-10%	40µM*	u	-18%[138 µM]	2%	-4%	-4%
GPT2 inhibitor	5%	i	0%[88.5 µM]	-14%[88.5 µM]	0%[88.5 µM]	u	5%	0%
IP6K1 inhibitor	11	2	-4	10	1	9	-8	0
Luciferase inh	x	-24%	1%[172 µM]	-6%[172 µM]	x	45µM*	-7%	-3%
HEK293 tox	-1%	-26%	56µM*	u	-9%[172 µM]	-10%	-26%	-6%

[25] CCCN1C(=O)Cc2cc(C(=O)NC(C)c3ccc(OCC)cc3)ccc21 (configuration not stated)
[26] CCC(=O)C1=C(c2ccc(F)cc2)N(C(=O)CC)n2c(nnc2C2CCCCC2)S1
[27] CC1CCCN(C(=O)c2cc3c(=O)n(C)c4ccccc4c3s2)C1 (configuration not stated)
[28] COc1ccc(S(=O)(=O)N2CCC(c3noc(-c4cccnc4)n3)C2)cc1 (configuration not stated)
[29] Oc1cccc(-c2cc(C[C@@H]3CC[C@H](O)[C@@H](CNC4CCC4)O3)no2)c1
[30] COc1ccc(C2C=C(c3ccccc3)Nc3nc(NC(=O)/C=C/c4ccc(Cl)cc4)nn32)cc1 (configuration not stated)
[31] CN1CCN(C[C@@H]2CN(C(=O)CCc3cn[nH]c3)C[C@@H]2CO)CC1
[32] C=C(C)[C@@H]1CC[C@]2(C(=O)O)CC[C@]3(C)C(CCC4[C@]5(C)C(CC[C@]43C)C(C)(C)[C@@H](O)[C@@H]5C(=O)O)C12 (some centres not stated)

compound no.	25	26	27	28	29	30	31	32
HEK293 viab	9%	5%	14%	3%	-4%[87.6 µM]	-2%	6%	-16%[23.9 µM]
SNCA expr inh	-18%	1%	-17%	11%	-4%[87.6 µM]	1%	-2%	x
NIH3T3 tox	u	x	x	-26%	-5%[138 µM]	x	4%	x
GPT2 inhibitor	u	x	x	u	i	x	1%	i
IP6K1 inhibitor	8	5	-2	0	8	-6	5	-1
Luciferase inh	0%	x	x	0%	-12%[172 µM]	x	-1%	x
HEK293 tox	u	x	x	-8%	-9%[172 µM]	x	-10%	x

[33] Cc1ccc(C)c(CN2C(=O)NC3(CCN(C(=O)Cc4cccc(F)c4)CC3)C2=O)c1
[34] CC(C)(C)c1ccc(-c2nc3ccccc3[nH]2)cc1
[35] O=C1CC2(CCN(C(=O)c3ccccc3F)CC2)Oc2cc(Cl)ccc21
[36] COc1ccc(OCC2(C)COc3ccc(C(=O)N(C)CCN(C)C)cc3N2)cc1 (configuration not stated)
[37] CN(Cc1ccccc1)C(=O)CSc1c2c(nc3ccc(Cl)cc13)CCCC2
[38] Cc1ccccc1Cn1nc2n(c1=O)CCCCC2
[39] CC(C)(C)NC[C@H](O)COc1cccc2c1CCCC2=O
[40] N#Cc1cccc(C(=O)N2CCNc3cnc(Nc4cccc(F)c4)nc3C2)c1

compound no.	33	34	35	36	37	38	39	40
HEK293 viab	2%	8%[23.9 µM]	6%	14%[87.6 µM]	u	-9%	39%[23.9 µM]	-18%[87.6 µM]
SNCA expr inh	-11%	x	-8%	-1%[87.6 µM]	u	-20%	18%[25.6 µM]	-3%[87.6 µM]
NIH3T3 tox	u	x	u	u	x	-3%	x	u
GPT2 inhibitor	-18%	2%[27.3 µM]	i	-1%[88.5 µM]	x	2%	i	i
IP6K1 inhibitor	18	-22	6	-7	28	3	21	-6
Luciferase inh	0%	x	-1%	7%[172 µM]	x	-5%	x	-13%[172 µM]
HEK293 tox	u	x	u	-29%[172 µM]	x	-1%	x	u

[41] CCN(C(=O)Cn1cnc2sc(C)c(S(=O)(=O)N3CCN(c4ncccn4)CC3)c2c1=O)c1ccccc1F
[42] COCCOC1CCN(C(C(=O)O)c2ccc(OC)c(F)c2)CC1 (configuration not stated)
[43] O=C(NCc1cccc(C(F)(F)F)c1)[C@H]1CN(Cc2ccccc2)C[C@H]1C(=O)O
[44] Cc1ccc(Cn2cc(CCC(=O)NCC(C)c3ccccc3)c3ccccc32)cc1 (configuration not stated)
[45] CCOc1ccc(-c2nc(CNC(=O)Nc3ccccc3)c(C)o2)cc1
[46] O=C1CC(c2noc(-c3cc(F)cc(F)c3)n2)CN1c1ccc(F)cc1 (configuration not stated)
[47] CCCN(CCC)CCCNC(=O)Cn1cnc2sc(C)c(S(=O)(=O)N3CCC(C)CC3)c2c1=O
[48] CCOC(=O)c1sc2ncn(CC(=O)Nc3cc(C)cc(C)c3)c(=O)c2c1C

compound no.	41	42	43	44	45	46	47	48
HEK293 viab	-25%	6%	-14%	-11%	2%	6%	-4%	5%
SNCA expr inh	1%	-12%	-27%	u	38%	14%	-10%	39%[activator]
NIH3T3 tox	x	-1%	u	x	x	u	x	x
GPT2 inhibitor	x	-11%[11.5 µM]	4%	x	x	i	x	x
IP6K1 inhibitor	-13	5	-2	18	45	14	27	-3
Luciferase inh	x	0%	-16%	x	x	-9%	x	x
HEK293 tox	x	-4%	u	x	x	u	x	x

At a glance, part of the list above:
[10] CCc1c(C)nn(CCNC(=O)c2cc(S(N)(=O)=O)ccc2F)c1C
[11] COc1ccc(C(=O)N2CCN(C(=O)CS(=O)(=O)c3ccccc3)C[C@@H]2C(=O)N[C@H]2CCCNC2=O)cc1
[12] O=C1CC2(CCN(CC3CCCCC3)CC2)Oc2ccccc21
[13] Cc1ncsc1CN1CCCCC1c1nc(CCOCC2CC2)no1 (configuration not stated)
[14] COc1cccc(-c2ccc3c(N)c(C(=O)Nc4cc(C(F)(F)F)ccc4OC)sc3n2)c1
[15] CCN1c2cc(C(=O)Nc3cc(OC)cc(OC)c3)ccc2C(=O)N2CCCCCC21 (configuration not stated)
[16] O=C(CCCN1C(=O)c2cccnc2Oc2ccc(Cl)cc21)NCc1ccc(F)cc1

compound no.	10	11	12	13	14	15	16
HEK293 viab	0%	5%	-7%[87.6 µM]	2%	u	17%[12.5 µM]	-8%
SNCA expr inh	1%	4%	4%[87.6 µM]	-33%	62%[activator]	u	-10%
NIH3T3 tox	i	i	u	-36%	x	u	x
GPT2 inhibitor	i	i	-16%[88.5 µM]	i	x	-11%	x
IP6K1 inhibitor	6	16	10	42	35	-12	-8
Luciferase inh	-3%	-2%	-5%[172 µM]	2%	x	-10%	x
HEK293 tox	1%	i	u	u	x	u	x
